C2C12 statin: suppressors of simvastatin-induced myotoxicity in C2C12 myotubes; ATP luminescence, 48 h; scaled: DMSO 0, geranylgeraniol control 100; rescue of ATP level, % at 7.49 µM; 330,000 compounds, 0.78% hits;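 active means mean ATP rescue above about 67%, or every replicate alone reaching that limit, limit read from the data, passing the limit was not always enough; inconclusive means no clear call, values can overlap the other calls; inactive means mean under the limit and some replicate under it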;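 further: myotubes were challenged with 10 µM simvastatin during compound exposure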
S100A4 MyoIIA: S100A4-myosin IIA interaction inhibition; P26447; S100A4/TAMRA-MyoIIA peptide fluorescence polarization; inhibition, % at 10.7 µM; 360,000 compounds, 0.14% hits;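 active means mean inhibition of at least 70% across replicates, with every replicate also reaching that level; inconclusive means mean inhibition reaches 70% but some replicates fall short; inactive means mean inhibition below 70%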
Target sequence (P26447 whole entry, looked up): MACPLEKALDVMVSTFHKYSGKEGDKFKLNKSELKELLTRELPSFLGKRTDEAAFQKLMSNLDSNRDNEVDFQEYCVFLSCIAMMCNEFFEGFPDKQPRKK
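Material: S100A4 monomer protein | Medium: HEPES pH 7.2 with CaCl2, KCl, NaCl, DTT, Triton | Reagent: Labelled myosin peptide probe, 5 nM | Doses: One dose per compound | Times: 5 min incubation before reading | Benchmarks: Neutral control DMSO, positive control TFP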
ERp5 block: blocks human ERp5 reductase activity on insulin | inhibition, % at 9.99 µM | ERp5 insulin aggregation, absorbance 650 nm, 90 min | 350,000 compounds, 0.05% hits | Q15084;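 active means mean replicate inhibition above about 25%, with every replicate also reaching it, limit read from the data, passing the limit was not always enough; inconclusive means only one of those two criteria met; inactive means neither criterion met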
E-selectin induc: induces E-selectin expression in human endothelial cells | P16581 | HUVEC E-selectin immunofluorescence imaging; normalized: neutral wells 0, TNF-alpha wells 100 | activation, % at 7.58 µM | 260,000 compounds, 0.37% hits | AID 686992;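 active means mean E-selectin-positive cell signal at least 10% of the positive control, reached in at least 60% of replicates, without over 20% cell loss; inconclusive means no rule given, readout overlaps actives, possibly toxicity-flagged; inactive means the rest, including those meeting only one limit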;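 further: in these data hits start at about 27%; measured in HUVEC primary endothelial cells; signal is the percent of cells scored E-selectin positive by PE staining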
Target sequence (P16581 whole entry, looked up): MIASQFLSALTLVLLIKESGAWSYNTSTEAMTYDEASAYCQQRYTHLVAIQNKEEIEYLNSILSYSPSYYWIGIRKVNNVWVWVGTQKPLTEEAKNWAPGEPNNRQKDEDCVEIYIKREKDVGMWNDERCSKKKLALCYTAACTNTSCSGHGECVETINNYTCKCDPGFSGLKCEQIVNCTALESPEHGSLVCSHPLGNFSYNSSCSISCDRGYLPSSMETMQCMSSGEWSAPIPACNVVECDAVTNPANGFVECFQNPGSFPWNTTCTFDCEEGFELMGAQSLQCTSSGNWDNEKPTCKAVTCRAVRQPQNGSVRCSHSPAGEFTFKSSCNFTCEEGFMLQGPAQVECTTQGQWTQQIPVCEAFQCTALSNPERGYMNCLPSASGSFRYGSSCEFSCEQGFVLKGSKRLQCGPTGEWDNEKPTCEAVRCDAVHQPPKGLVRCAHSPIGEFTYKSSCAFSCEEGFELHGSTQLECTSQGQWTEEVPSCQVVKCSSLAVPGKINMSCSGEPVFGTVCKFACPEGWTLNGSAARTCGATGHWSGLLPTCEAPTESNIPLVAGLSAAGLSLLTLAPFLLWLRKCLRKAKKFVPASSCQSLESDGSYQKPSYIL
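Test system: HUVEC | Signal: Immunofluorescence imaging | Read-out: Percent E-selectin-positive cells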
DENV2 CPE rescue: DENV2-induced cell death inhibition. DENV2-infected cells, cytopathic effect rescue, plate reader. CPE inhibition, % at 9.99 µM. 350,000 compounds, 1.7% hits; in the data active means CPE inhibition above about 20%, passing the limit was not always enough; inconclusive means no clear call, values can overlap the other calls; tested in BHK-21 cells;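 further: 0% = median of neutral control wells and 100% = median of positive control wells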
SIRT5 block: blocks human SIRT5 desuccinylation of peptide. Q9NXA8. Purified SirT5, succinyl-peptide AMC, trypsin-coupled fluorescence. inhibition, % at 15 µM. 330,000 compounds, 1.1% hits; in the data active means inhibition above about 15%; inconclusive means no clear call, values can overlap the other calls
Target sequence (Q9NXA8 whole entry, looked up): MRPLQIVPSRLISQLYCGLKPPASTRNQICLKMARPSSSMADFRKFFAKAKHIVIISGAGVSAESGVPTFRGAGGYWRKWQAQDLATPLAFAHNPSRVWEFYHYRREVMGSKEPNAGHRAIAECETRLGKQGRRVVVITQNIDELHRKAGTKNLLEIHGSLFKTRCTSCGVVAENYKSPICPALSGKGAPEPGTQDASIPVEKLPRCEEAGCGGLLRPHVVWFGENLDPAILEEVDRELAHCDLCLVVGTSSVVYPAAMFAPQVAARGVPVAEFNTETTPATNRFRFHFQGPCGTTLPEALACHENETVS
PglD DTNB: blocks C. jejuni PglD acetyltransferase activity; purified PglD enzyme, DTNB colorimetric CoA detection; inhibition, % at 12.5 µM; 360,000 compounds, 0.098% hits; in the data active means inhibition above about 16%, passing the limit was not always enough; inconclusive means no clear call, values can overlap the other calls; further: strong numbers were not always called active
* = called active by the depositor; ? = inconclusive; / = no result given; & = joins results of further samples.

The first 2 entries, to show the layout:
compound	C2C12 statin	S100A4 MyoIIA	ERp5 block	E-selectin induc	DENV2 CPE rescue	SIRT5 block	PglD DTNB
CCOC1=C2[C@H](c3ccccc3)N(S(=O)(=O)c3ccc(C)cc3)[C@H](C(C)C)[C@H]2C(C#N)(C#N)C(C#N)(C#N)C1	/	-3	-5	-0.6	-2	/	/
COc1ccc(-c2nc(/C=C3\C(C)=Nc4ccccc43)c(O)o2)cc1	/	-4	1	0.6	6	4	/

The listing, from the start:
compound	C2C12 statin	S100A4 MyoIIA	ERp5 block	E-selectin induc	DENV2 CPE rescue	SIRT5 block	PglD DTNB
CCOC1=C2[C@H](c3ccccc3)N(S(=O)(=O)c3ccc(C)cc3)[C@H](C(C)C)[C@H]2C(C#N)(C#N)C(C#N)(C#N)C1	/	-3	-5	-0.6	-2	/	/
COc1ccc(-c2nc(/C=C3\C(C)=Nc4ccccc43)c(O)o2)cc1	/	-4	1	0.6	6	4	/
COc1ccc(CNC(=O)CN(C)S(=O)(=O)c2ccccc2)cc1	/	-9	0	/	1	-2	/
COc1ccc(NC(=O)CCS(=O)(=O)c2cc3c(cc2C)NC(=O)CO3)cc1	-3	2	2	0.1	5	-6	-2
O=C(C[C@H]1C=C[C@@H](NC(=O)Nc2ccc(F)cc2)[C@H](CO)O1)NCCN1CCCC1	0	-7	2	-0.2	2	2	1
COCCNC(=O)C[C@@H]1CC[C@@H]2[C@@H](COc3ccc(NC(=O)C4CCOCC4)cc3C(=O)N2C)O1	-49	13	-1	0.2	21*	-3	4
CNCC(=O)Nc1ccc(Cl)c(C(F)(F)F)c1	/	3	6	2.6	-7	-1	/
C[C@@H]1CN([C@@H](C)CO)C(=O)c2cc(NC(=O)Nc3ccc(C(F)(F)F)cc3)ccc2O[C@@H]1CN(C)S(=O)(=O)c1cn(C)cn1	8	30	-4	/	0	10	-1
COc1ccc(C2CC(c3ccccc3OC(=O)/C=C/c3ccccc3)=NN2C(C)=O)cc1 (centres undefined)	1	-2	-3	-0.4	-2	2	-2
O=C(O)c1ccc(-n2cccn2)c([N+](=O)[O-])c1	/	-9	3	/	0	/	/
CCOC(=O)C1(Cc2cccc(F)c2)CCN(Cc2cnc(C)s2)CC1	-4	9	-1	/	/	-6	-4
Cc1noc(C)c1S(=O)(=O)N(C)C[C@@H]1Oc2ccc(NC(=O)CCC(F)(F)F)cc2CC(=O)N([C@@H](C)CO)C[C@@H]1C	-7	-2	-9	2.0	2	/	1
COc1ccccc1-c1cn(CC[C@H]2CC[C@@H](NC(=O)c3cnccn3)[C@H](CO)O2)nn1	1	/	6	-0.3	0	/	1
CCCC(=O)Nc1ccc2c(c1)OC[C@@H](C)N(Cc1cncnc1)C[C@@H](C)[C@@H](OC)CN(C)C2=O	7	4	2	-0.3	-3	3	3
CC1(C)CCc2cc(CN3CCN(c4ccccn4)CC3)ccc2O1	-4	-8	9	0.7	8	-2	-2
CCCCn1c(N)c(N(CC(C)C)C(=O)c2cccc(S(=O)(=O)N3CCN(C)CC3)c2)c(=O)[nH]c1=O	/	-2	0	0.0	-9	6	/
Cc1ccc(S(=O)(=O)N(C)C[C@H]2Oc3c(NS(=O)(=O)c4ccccc4)cccc3C(=O)N([C@@H](C)CO)C[C@H]2C)cc1	/	-2	-13	0.0	0	1	-1
CCCn1c(CCC(=O)O)nc2cc(S(=O)(=O)N(CC)CC)ccc21	15	2	7	0.2	6	-7	/
COc1ccc(-c2cccc(-c3cc(=O)oc4cc(OC)cc(OC)c34)c2)cc1	-13	-1	9	/	-3	4	3
CSCCC(NC(=O)c1ccc(Cl)cc1Cl)C(=O)OC1CCCCC1=O (centres undefined)	/	31	0	-1.9	5	0	/
CCCN1CCC(N2CCN(c3ccc([N+](=O)[O-])cc3)CC2)CC1	4	4	-6	0.9	8	0	-9
CC(=O)N1CCC(N2CCN(Cc3ccc(C)cc3)C(CCO)C2)CC1 (centres undefined)	/	0	3	/	-2	-8	/
C[C@@H]1CN([C@H](C)CO)C(=O)c2cc(C3=CCCC3)cnc2O[C@@H]1CN(C)C(=O)Nc1ccc(F)cc1	45	-1	-1	-0.2	-8	-2	2
O=C(COc1ccc2c(c1)oc(=O)c1ccccc12)NCC1CCC(C(=O)O)CC1 (centres undefined)	1	5	3	/	7	-23	4

For reference, some entries already given:
compound	C2C12 statin	S100A4 MyoIIA	ERp5 block	E-selectin induc	DENV2 CPE rescue	SIRT5 block	PglD DTNB
CCCC(=O)Nc1ccc2c(c1)OC[C@@H](C)N(Cc1cncnc1)C[C@@H](C)[C@@H](OC)CN(C)C2=O	7	4	2	-0.3	-3	3	3
CC1(C)CCc2cc(CN3CCN(c4ccccn4)CC3)ccc2O1	-4	-8	9	0.7	8	-2	-2
CCCCn1c(N)c(N(CC(C)C)C(=O)c2cccc(S(=O)(=O)N3CCN(C)CC3)c2)c(=O)[nH]c1=O	/	-2	0	0.0	-9	6	/
Cc1ccc(S(=O)(=O)N(C)C[C@H]2Oc3c(NS(=O)(=O)c4ccccc4)cccc3C(=O)N([C@@H](C)CO)C[C@H]2C)cc1	/	-2	-13	0.0	0	1	-1
CCCn1c(CCC(=O)O)nc2cc(S(=O)(=O)N(CC)CC)ccc21	15	2	7	0.2	6	-7	/
COc1ccc(-c2cccc(-c3cc(=O)oc4cc(OC)cc(OC)c34)c2)cc1	-13	-1	9	/	-3	4	3
CSCCC(NC(=O)c1ccc(Cl)cc1Cl)C(=O)OC1CCCCC1=O (centres undefined)	/	31	0	-1.9	5	0	/
CCCN1CCC(N2CCN(c3ccc([N+](=O)[O-])cc3)CC2)CC1	4	4	-6	0.9	8	0	-9
CC(=O)N1CCC(N2CCN(Cc3ccc(C)cc3)C(CCO)C2)CC1 (centres undefined)	/	0	3	/	-2	-8	/
C[C@@H]1CN([C@H](C)CO)C(=O)c2cc(C3=CCCC3)cnc2O[C@@H]1CN(C)C(=O)Nc1ccc(F)cc1	45	-1	-1	-0.2	-8	-2	2
O=C(COc1ccc2c(c1)oc(=O)c1ccccc12)NCC1CCC(C(=O)O)CC1 (centres undefined)	1	5	3	/	7	-23	4

Next structures follow.
compound	C2C12 statin	S100A4 MyoIIA	ERp5 block	E-selectin induc	DENV2 CPE rescue	SIRT5 block	PglD DTNB
CC(C)Oc1ccc(N2CC(C(=O)Nc3ccccn3)CC2=O)cc1 (centres undefined)	/	2	5	/	/	-2	/
Cc1ccc2cc(CN(Cc3ccco3)C(=O)c3ccco3)c3nnnn3c2c1	27	0	6	0.1	-1	-3	-4
Cc1cc(C)c(-n2nnnc2SCC(=O)c2cc3ccccc3o2)c(C)c1	/	-3	4	0.2	8	/	-5
Cc1ccc(S(=O)(=O)N2C[C@H]3C(=O)C[C@@H](c4ccccc4)N(S(=O)(=O)c4ccc(C)cc4)[C@H]3C[C@H]2c2cccs2)cc1	-6	5	5	0.1	8	-8	0
O=C(C[C@@H]1C[C@H]2c3cc(NS(=O)(=O)c4ccccc4)ccc3O[C@H]2[C@H](CO)O1)NCC(F)(F)F	-5	9	0	-0.1	-1	4	5
O=C(COC(=O)/C=C/c1ccccc1Cl)NC1CCCC1	13	-2	-1	/	1	1	1
COc1ccc(Nc2nc3ccccc3s2)cc1	/	-2	-1	/	?	-1	/
CC(NC(=O)c1ccc(N2CCCC2=O)cc1)c1ccccc1 (centres undefined)	2	8	5	/	9	-6	-1
N#Cc1cccc(-c2ccc(C3[C@@H]4CN(C(=O)C5CCC5)C[C@H]3N4)cc2)c1 (some centres undefined)	/	0&0	-1&6	-0.1&-0.1	3&18	-1&13	/
COc1ccccc1Cn1c(=S)[nH]c2cc(C(=O)N3CCCC3)ccc2c1=O	17	-2	-11	/	-4	-2	0
OCCC1CN(Cc2c(O)ccc3ccccc23)CCN1CCc1ccccc1 (centres undefined)	/	3	3	/	?	-2	/
CC(=O)N1[C@H](CO)[C@@H](c2ccccc2)C12CN(C(=O)Nc1ccccc1F)C2	/	-11	0	0.4	-13	3	/
C[C@H](NC(=O)N(C)C[C@H]1OCc2ccccc2-c2c(n(C)c3ccccc23)C(=O)N([C@@H](C)CO)C[C@@H]1C)c1ccccc1	/	10	-1	6.0	-2	2	0
O=C(Nc1cccc(F)c1)N[C@H]1CC[C@@H](CCn2cc(Cc3ccccc3)nn2)O[C@H]1CO	0	-10	7	0.5	-2	0	2
CCOc1[nH]n(-c2ccccc2)c(=O)c1C=NCc1ccncc1	/	-4	0	/	5	5	/
CCC(=O)Nc1cc(Cl)ccc1C(=O)O	-9	-3	3	/	/	-1	3
CC(C)=CCC(C)(C)/C=N/NC(N)=O	/	-11	-2	0.0	9	0	6
C[C@H](CO)N1C[C@H](C)[C@H](CN(C)Cc2ccccc2)OCCCC[C@H](C)Oc2ccc(NC(=O)NC3CCCCC3)cc2C1=O	/	-17	2	0.3	29*	7	-30
Cc1cccc(C)c1NC(=O)CN(C)c1ccc(C(F)(F)F)cn1	-1	22	3	/	3	1	/
N#C/C(=C\c1ccc(-c2ccccc2C(=O)O)o1)c1nc2ccccc2[nH]1	-8	11	-11	1.8	?	9	-17
CCOC(=O)c1ccc(O)c(-n2cc3c(c2-c2ccccc2)c(=O)n(C)c(=O)n3C)c1	11	22	-6	/	-4	3	3
COc1ccc(CCN(C)CCCC(C#N)(c2cc(OC)c(OC)c(OC)c2)C(C)C)cc1OC (centres undefined)	-3	-11	-7	3.1	1	-8	0
CCC(COC)NCc1cn(-c2ccc(F)cc2F)nc1-c1ccccc1C (centres undefined)	1	0	6	6.1	-8	/	-1
CC(C)c1cccc(NC(=O)C[C@H]2CC[C@H]3[C@@H](COc4ccc(NS(=O)(=O)c5ccccc5Cl)cc4C(=O)N3C)O2)c1	15	0	5	-0.3	1	4	-2
CCN(CC)CCC(c1ccc(N(C)C)cc1)c1c(OC)cc(OC)c2ccc(=O)oc12 (centres undefined)	6	/	/	0.0	/	/	-2
C[C@H](CO)N1C[C@H](C)[C@H](CN(C)C(=O)Nc2ccc(F)cc2)Oc2c(NC(=O)c3ccc(-c4nccs4)cc3)cccc2C1=O	-1	/	/	-25&0.9	/	/	-1
CN(C)S(=O)(=O)c1ccc(Cl)c(NC(=O)CN2CCNC(=O)C2)c1	/	-20	4	-0.3	1	3	/
Cc1ccc(S(=O)(=O)N2C[C@H]3[C@H]4C(=O)N(c5ccccc5)C(=O)[C@H]4CC(=O)[C@H]3[C@@H]2c2cccc3ccccc23)cc1	4	-2	-1	-0.3	6	-1	6
Cc1noc(C)c1S(=O)(=O)Nc1ccc2c(c1)CC(=O)N([C@H](C)CO)C[C@H](C)[C@@H](CN(C)C(=O)Nc1ccccc1)O2	15	2	4	0.0	-2	10	/
CN(C(=O)CSc1nc2ccccc2o1)C1CCS(=O)(=O)C1 (centres undefined)	10	0	5	/	-7	16*	0
C[C@H]1CN([C@@H](C)CO)C(=O)c2cc(NC(=O)C3CCCCC3)ccc2O[C@H]1CN(C)CC1CCCCC1	-31&-8	5&-1	-2&2	0.2	6&0	4&-1	-11&-2
Cc1nc2cc(NC(=O)c3ccc(N4C(=O)CCC4=O)cc3)ccc2s1	/	2	0	/	-1	-1	/
CC(C)(C)NS(=O)(=O)NC(=O)C1=C(N2CCCC2)COC1=O	9	-3	4	0.1	20	/	1
COCCNCC(=O)Nc1nc(C)cs1	/	-2	-1	/	?	-2	/
C[C@@H]1CN([C@H](C)CO)S(=O)(=O)c2ccc(C#C[C@@H](C)O)cc2O[C@H]1CN(C)C(=O)Nc1ccccc1	-19	8	/	0.5	3	1	-2
Cc1ccoc1C(=O)N1CCCC(CCC(=O)N2CCN(c3ccccn3)CC2)C1 (centres undefined)	-4	2	4	/	-6	-4	-1
COc1ccc(N2C(=O)CSC2c2ccc(F)cc2)cc1 (centres undefined)	10	-1	0	1.2	2	6	-3

Some of the compounds tested. The share of hits here may be higher or lower than overall.
